Bioassay records (PubChem)
FUS suppressor = FUS proteinopathy suppression in yeast; 390,000 compounds, 0.24% hits; S. cerevisiae FUS-expressing, growth rescue, OD600, 24 h; AID 1347120; Potency, µM (titrated, usually from 76.6 µM), without a hit: top-dose growth rescue (activation), most hits filed as activators;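 also: potency is read from the fitted curve at half-maximal effect; plate controls were DMSO vehicle for no effect and reference control for full effect; nearly all actives have a fitted effect of over 55% in size; some results filed as inactive show a strong effect at the top dose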
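Compound concentration series was pinned onto galactose-induced FUS-expressing yeast seeded at OD 0.005. Plates sat 24hr at 30C; absorbance at 600 nm gave growth. DMSO served as background control.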
aSyn yeast inh = inhibitors of alpha-synuclein toxicity in yeast. Yeast expressing alpha-synuclein, growth rescue, BacTiter-Glo, 24 h. Potency, µM (series often up to 46.1 µM), inactives show top-dose growth rescue (activation), hits mostly activators. 370,000 compounds, 0.14% hits. AID 652106; also: potency is read from the fitted curve at half-maximal effect; % of control where 0% means no effect; nearly all actives have a fitted effect of over 65% in size
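Rescue of yeast growth: cells expressing toxic alpha-synuclein, induced in galactose at OD600 0.02, incubated with compound 24 h at 30 C. ATP luminescence quantified growth; inhibitors of toxicity appear as activators.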
DRD3 agonist = activates the human D3 dopamine receptor; D3R DiscoveRx beta-arrestin cells, luminescence, 90 min; max activation, %; 410,000 compounds, 0.58% hits; AID 652048; P35462; in the data active = max activation above about 30%; also: 0% is about no effect; mostly tested at two doses, the higher about 12 µM
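Agonist-mode cell screen: cells plated at 1500/well and incubated overnight at 37 °C, then exposed to library compounds for 90 min at 37 °C. Detection reagent was added for 30–60 min at room temperature, and luminescence was read.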
TDP-43 yeast inh = rescues yeast growth from TDP-43 toxicity; Potency, µM (top dose mostly 46.1 µM), without a hit: at the highest dose growth rescue (activation), actives largely listed as activators; 410,000 compounds, 1.8% hits; TDP-43 expressing yeast growth rescue, BacTiter-Glo, 24 h; also: potency is read from the fitted curve at half-maximal effect; % of control where 0% means no effect; nearly all actives have a fitted effect of over 50% in size
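In this qHTS, compounds that restore growth of yeast expressing TDP-43 appear as activators. Cells (OD600=0.02, galactose medium, raffinose-pregrown) are incubated with compound 24 hr at 30 deg C and growth is quantified by BacTiter-Glo.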
Abeta yeast res = compounds reversing amyloid beta toxicity in yeast; 410,000 compounds, 0.063% hits; yeast expressing A-beta42, growth rescue, OD600, 48 h; response scale: 0% DMSO, 100% iron-clioquinol control; Potency, µM (series often up to 46.1 µM), inactives show at the highest dose growth rescue, most hits filed as activators; also: potency is read from the fitted curve at half-maximal effect; nearly all actives have a fitted effect of over 55% in size
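Growth rescue measured by 600 nm absorbance after 48 h yeast culture at 30 C with compound. Values normalized between DMSO and an equimolar ferric chloride plus clioquinol control.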
DRD3 antagonist = D3 dopamine receptor (human) antagonism. P35462. D3R cells, DiscoveRx beta-arrestin luminescence, antagonist mode; active compounds read low. max response, negative = inhibition, %. 360,000 compounds, 2.5% hits; in the data active = max response below about -50%; inconclusive = no clear call, values can overlap the other calls; also: % is scaled to controls: 0 for no effect and ±100 for the full control effect; mostly tested at two doses, the higher about 12 µM
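Cells expressing the human receptor were seeded at 1500 cells/well, incubated overnight at 37 degrees C in 5% CO2, then exposed to library compounds with dopamine controls for 90 minutes at 37 degrees C before luminescent detection.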
EPAC2 agonist = agonists of human EPAC2 (RAPGEF4) | EPAC2 activation, biochemical qHTS; response scale: 100% = 6.5 mM cAMP response | Q8WZA2 | Potency, µM (top dose mostly 154 µM), without a hit: at the top dose activation, usual class: activators | 360,000 compounds, 0.079% hits | AID 720711; also: potency is read from the fitted curve at half-maximal effect; nearly all actives have a fitted effect of over 50% in size
Target sequence (Q8WZA2 whole entry, looked up): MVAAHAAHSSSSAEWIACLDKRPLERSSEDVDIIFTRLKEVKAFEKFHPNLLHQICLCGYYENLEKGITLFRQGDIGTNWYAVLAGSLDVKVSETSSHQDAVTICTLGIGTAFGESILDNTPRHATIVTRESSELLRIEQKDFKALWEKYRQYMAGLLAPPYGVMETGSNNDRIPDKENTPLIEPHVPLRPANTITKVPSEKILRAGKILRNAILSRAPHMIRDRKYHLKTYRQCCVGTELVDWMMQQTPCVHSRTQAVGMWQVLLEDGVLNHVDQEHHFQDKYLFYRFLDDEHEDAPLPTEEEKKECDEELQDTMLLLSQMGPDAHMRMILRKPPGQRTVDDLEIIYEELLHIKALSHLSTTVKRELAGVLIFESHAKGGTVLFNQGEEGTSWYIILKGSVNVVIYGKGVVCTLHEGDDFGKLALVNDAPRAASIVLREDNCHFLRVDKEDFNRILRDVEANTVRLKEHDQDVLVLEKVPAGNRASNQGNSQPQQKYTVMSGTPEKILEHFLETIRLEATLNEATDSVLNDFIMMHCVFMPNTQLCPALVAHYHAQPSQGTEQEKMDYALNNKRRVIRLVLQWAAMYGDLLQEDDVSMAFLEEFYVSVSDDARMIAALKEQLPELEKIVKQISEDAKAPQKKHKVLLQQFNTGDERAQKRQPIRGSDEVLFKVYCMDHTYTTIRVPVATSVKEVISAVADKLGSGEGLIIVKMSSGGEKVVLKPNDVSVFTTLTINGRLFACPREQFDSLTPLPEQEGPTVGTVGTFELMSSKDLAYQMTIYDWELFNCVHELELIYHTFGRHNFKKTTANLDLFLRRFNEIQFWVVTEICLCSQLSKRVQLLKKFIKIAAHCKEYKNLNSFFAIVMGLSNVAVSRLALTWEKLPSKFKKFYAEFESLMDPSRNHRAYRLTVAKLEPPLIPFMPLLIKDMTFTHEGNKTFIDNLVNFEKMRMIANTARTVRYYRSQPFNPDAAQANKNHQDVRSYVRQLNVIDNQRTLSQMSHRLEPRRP
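EPAC2 (100 nM) mixed with Rap1B loaded with BODIPY-GDP (250 nM) plus 50 uM unlabeled GDP; compounds pinned in, 5 min RT, then read every 5 min for 30 min (ex 480, em 540 nm). Normalized to cAMP control.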
EPAC2 antagonist = blocks human EPAC2 exchange factor. 360,000 compounds, 0.18% hits. Potency, µM (highest dose often 114 µM), without a hit: top-dose activity, negative = inhibition, most hits filed as inhibitors. AID 720708. EPAC2 GEF exchange of Rap1B-BODIPY-GDP, fluorescence; also: potency is read from the fitted curve at half-maximal effect; % is scaled to controls: 0 for no effect and ±100 for the full control effect; nearly all actives have a fitted effect of over 45% in size; many of its hits are not listed in these tables
Numbers without * were called inactive; ? = inconclusive; . = no result given; & = joins results of further samples; [ ] = another dose, or the depositor's remark. Unless noted, calls follow the shape of the dose curve; as a rule, active = well fitted curve in the direction sought with a large enough effect; inconclusive = small, poorly fitted or top-dose-only effect, or another doubt; inactive = no such curve, though single readings can be large; an effect the other way counts as inactive or inconclusive. This is a subset; count on the stated rates, not on these rows.

Short forms: A = FUS suppressor; B = aSyn yeast inh; C = DRD3 agonist; D = TDP-43 yeast inh; E = Abeta yeast res; F = DRD3 antagonist; G = EPAC2 agonist; H = EPAC2 antagonist
[1] Cc1cc(C)c(C)c(S(=O)(=O)N2CCN(C(=O)C3CSC4(C)CCC(=O)N34)CC2)c1C (stereo unspecified)
  A = 45%	B = 2%	C = -31	D = -9%	E = 10%	F = -28	G = 20%	H = -5%

[2] CCOC(=O)C1=C(COC(=O)/C=C/c2ccc(O)c(OC)c2)NC(=O)NC1C (stereo unspecified)
  A = -3%	B = 1%	C = 10	D = 12%	E = -12%	F = -2	G = -4%	H = -6%

[3] Clc1ccc(Cn2c(-c3cccnc3Cl)nc3ccccc32)c(Cl)c1
  A = 33%	B = 1%	C = 4	D = ?	E = -5%	F = -6	G = 2%	H = ?

[4] O=C(/C=C/c1ccccc1)N1CCN(S(=O)(=O)c2ccc(F)cc2)CC1
  A = 14%	B = -1%	C = 1	D = 23%	E = -16%	F = -3	G = 5%	H = -1%

[5] CNC(=O)c1ccsc1NC(=O)c1ccc(S(=O)(=O)N2CCCc3ccccc32)cc1
  A = 41%	B = -19%	C = 3	D = 0%	E = 3%	F = -1	G = 8%	H = 7%

[6] CN(C(=O)CSc1nnc(CNC(=O)c2ccccc2)o1)c1ccccc1
  A = 4%	B = -3%	C = 5	D = 18%	E = -6%	F = 2	G = 0%	H = 16%

[7] Nc1ccc(-n2ccnc2)cc1
  A = -35%	B = -1%	C = 5	D = 19%	E = 23%[9.22 µM]	F = -18	G = 0%	H = 11%

[8] Cc1csc(N)n1
  A = -14%	B = 7%	C = 11	D = 21%	E = 1%	F = 6	G = -1%	H = 8%

[9] Cn1c(/C=N/n2cnnc2)nc2ccccc21
  A = -25%	B = -13%	C = 4	D = -6%	E = 4%	F = 15	G = 4%	H = 2%

[10] Cc1n[nH]c(C)c1S(=O)(=O)NCCc1ccc(Cl)cc1
  A = -16%	B = 0%	C = 1	D = -1%	E = 11%	F = 5	G = -4%	H = 7%

[11] COc1ccc(-c2csc3ncnc(N4CCN(c5ccccc5O)CC4)c23)cc1
  A = 41%	B = ?	C = -7	D = 18µM*	E = -30%[inhibitor]	F = 9	G = 6%	H = -2%

[12] CCc1ccc(N2C(=O)CC(c3cc(OC)ccc3OC)C3=C2COC3=O)cc1 (stereo unspecified)
  A = 4%	B = 4%	C = -9	D = ?	E = -11%	F = .	G = .	H = .

[13] CCOC(=O)c1ccc(NC(=O)c2nsc3ccccc23)cc1
  A = -5%	B = .	C = 5	D = -18%	E = -18%	F = .	G = .	H = .

[14] CCOC(=O)c1cc(=O)n2nc(-c3ccc(C)cc3)nc2s1
  A = 4%	B = -3%	C = 1	D = -11%	E = -12%	F = 2	G = 3%	H = 3%

[15] Cc1ccc(/C=C2\S/C(=N/S(=O)(=O)c3cccs3)NC2=O)cc1
  A = 15%	B = 9%	C = 2	D = 4%	E = 6%	F = 8	G = -8%	H = ?

[16] O=C(NCCc1ccccc1)c1ccc2nc(-c3ccco3)c(-c3ccco3)nc2c1
  A = 36%	B = 9%	C = 8	D = ?	E = -5%	F = ?	G = 11%	H = -3%

[17] O=C1C2CCCN2C(c2ccccc2)N1c1nccs1 (stereo unspecified)
  A = 35%	B = 8%	C = 1	D = 14%	E = 24%	F = 12	G = -6%	H = -2%

[18] CN(C(=O)CSc1nnc(-c2ccc(F)cc2)n1C)C1CCS(=O)(=O)C1 (stereo unspecified)
  A = -15%	B = -4%	C = 5	D = 5%	E = -7%	F = 9	G = 6%	H = -3%

[19] Cc1ccc(NS(=O)(=O)c2cc(Br)cnc2N)c(Cl)c1
  A = 11%	B = 2%	C = -6	D = 4%	E = -9%	F = -4	G = -4%	H = -26%

[20] COc1ccc(N/C=C/C(=O)c2ccc(C)cc2)c([N+](=O)[O-])c1
  A = -15%	B = 1%	C = 6	D = 12%	E = 5%	F = 3	G = 3%	H = 6%

[21] CC(=O)Nc1nnc(-c2ccc3c(c2)CCCC3)o1
  A = -13%	B = -10%	C = -12	D = 32µM*	E = -2%	F = -20	G = -3%	H = -4%

[22] CCc1ccc(N/C(N)=N/c2nc(CSc3ccccn3)cc(=O)[nH]2)cc1
  A = 9%	B = 0%	C = 12	D = -10%	E = 7%	F = 18	G = -1%	H = 11%

[23] COc1ccccc1CCNC(=O)CCn1nc(C)c2c(C)n(-c3ccccc3)nc2c1=O
  A = 6%	B = 1%	C = 7	D = 1%	E = 19%	F = 8	G = 3%	H = -3%

[24] C/C(=N\N=C1\NC(=O)C(CC(=O)Nc2ccc(C)c(Cl)c2)S1)C(C)(C)C (stereo unspecified)
  A = 20%	B = 2%	C = 1	D = -11%	E = -59%[inhibitor]	F = 5	G = -9%	H = -26%

[25] CCn1c(=O)cc(SCC(=O)Nc2ccc(C)cn2)c2ccccc21
  A = -27%	B = -4%	C = 1	D = 16%	E = -1%	F = 0	G = -4%	H = 5%

Limited to FUS suppressor, for 2 of the compounds above:
| No. | structure | FUS suppressor |
| --- | --- | --- |
| 16 | O=C(NCCc1ccccc1)c1ccc2nc(-c3ccco3)c(-c3ccco3)nc2c1 | 36% |
| 17 | O=C1C2CCCN2C(c2ccccc2)N1c1nccs1 (stereo unspecified) | 35% |

The listing picks up with the 4 entries that preceded the break.
Short forms: A = FUS suppressor; B = aSyn yeast inh; C = DRD3 agonist; D = TDP-43 yeast inh; E = Abeta yeast res; F = DRD3 antagonist; G = EPAC2 agonist; H = EPAC2 antagonist
[22] CCc1ccc(N/C(N)=N/c2nc(CSc3ccccn3)cc(=O)[nH]2)cc1
  A = 9%	B = 0%	C = 12	D = -10%	E = 7%	F = 18	G = -1%	H = 11%

[23] COc1ccccc1CCNC(=O)CCn1nc(C)c2c(C)n(-c3ccccc3)nc2c1=O
  A = 6%	B = 1%	C = 7	D = 1%	E = 19%	F = 8	G = 3%	H = -3%

[24] C/C(=N\N=C1\NC(=O)C(CC(=O)Nc2ccc(C)c(Cl)c2)S1)C(C)(C)C (stereo unspecified)
  A = 20%	B = 2%	C = 1	D = -11%	E = -59%[inhibitor]	F = 5	G = -9%	H = -26%

[25] CCn1c(=O)cc(SCC(=O)Nc2ccc(C)cn2)c2ccccc21
  A = -27%	B = -4%	C = 1	D = 16%	E = -1%	F = 0	G = -4%	H = 5%

[26] Cc1ccc(C(=O)NCC(=O)Nc2ccc(Cl)cc2)s1
  A = -13%	B = -10%	C = -15	D = ?	E = 15%	F = -5	G = 6%	H = 5%

[27] Cc1ccc(OCCCSc2ncccn2)cc1C
  A = -1%	B = -1%	C = -3	D = ?	E = -10%	F = 42	G = 8%	H = -7%

[28] COc1ccccc1N1CCN(C(=O)CSc2nc(C)cc(=O)[nH]2)CC1
  A = -12%&13%	B = 4%	C = -11&-31	D = 15%&-10%	E = -12%&8%	F = -2	G = 9%	H = -1%

[29] COC(=O)c1cc(Br)c(=O)n(-c2ccccc2F)c1
  A = 12%	B = -5%	C = 0	D = -19%	E = 5%	F = -2	G = 2%	H = 1%

[30] CCN(CC)S(=O)(=O)c1ccc2oc(C(=O)NC3CCCc4ccccc43)c(C)c2c1 (stereo unspecified)
  A = 18%	B = 1%	C = -17	D = -20%	E = -13%	F = ?	G = 17%	H = -4%

[31] COc1ccc(C(=O)N[C@H](C(=O)NCCCSc2ccccc2)C(C)C)cc1
  A = -18%	B = -5%	C = 0	D = 11%	E = 4%	F = 24	G = 7%	H = -7%

[32] COc1ccc2oc(C(=O)Nc3cccc(S(=O)(=O)N4CCOCC4)c3)c(C)c2c1
  A = 5%	B = -5%	C = 1	D = 8%	E = 17%	F = 21	G = 0%	H = 5%

[33] COc1ccc(C(=O)CCS(=O)(=O)c2ccc(C)cc2)cc1
  A = 17%	B = 2%	C = 0	D = 14%	E = -6%	F = 0	G = -1%	H = -7%

[34] CCN(c1ccc(NC(=O)CCc2nc3sc4c(c3c(=O)[nH]2)CCCC4)cc1)C(C)C
  A = 44%	B = 5%	C = -18	D = 22%	E = -8%	F = -16	G = ?	H = 10%

[35] Cc1ccc(C(C(=O)NC2CCCC2)N(Cc2cccnc2)C(=O)c2snc(C(N)=O)c2N)o1 (stereo unspecified)
  A = 18%	B = 1%	C = -6	D = -15%	E = -13%	F = -17	G = 3%	H = 13%

[36] COc1cccc(NC(=O)CCSc2ccc3ccccc3n2)c1
  A = .	B = 13%	C = 1	D = 13µM*	E = -7%	F = 1	G = 12%	H = -2%

[37] C[C@H](NC(=O)CCn1nnc2ccccc2c1=O)C(=O)O
  A = 11%	B = 4%	C = 1	D = 8%	E = .	F = 4	G = 5%	H = 3%

[38] COc1ccc(CNC(=O)CCCn2ccc3cc(S(=O)(=O)N4CCCC4)ccc32)cc1
  A = 22%&36%	B = 17%	C = -1&4	D = -4%&20%	E = -1%&-9%	F = -12	G = 12%	H = -14%

[39] CN(CC(=O)Nc1ccc(F)c(F)c1F)C(=O)C1CC(=O)N(C2CCCC2)C1 (stereo unspecified)
  A = 17%	B = -4%	C = -25	D = -15%	E = -3%	F = ?	G = -3%	H = 2%

[40] CCOC(=O)c1cc(-c2ccccc2)sc1NC(=O)C(C)OC(=O)c1ccncc1 (stereo unspecified)
  A = -8%	B = 0%	C = 17	D = 18%	E = 6%	F = 73	G = -12%	H = 7%

[41] COc1ccc(C)cc1NC(=O)Nc1cccc(OCc2cc(=O)n3ccc(C)cc3n2)c1
  A = -3%	B = .	C = -4	D = 17%	E = 2%	F = .	G = .	H = .

[42] Cc1cc(C(=O)NCC2CCCCC2)ccc1[N+](=O)[O-]
  A = -8%	B = 7%	C = -9	D = -1%	E = -16%	F = -13	G = 2%	H = -1%

[43] Cc1cc(C)cc(NC(=O)CCNC(=O)c2ccc([N+](=O)[O-])cc2)c1
  A = 9%	B = -3%	C = -6	D = -10%	E = 3%	F = 9	G = -1%	H = 11%

[44] CCc1nnc(NC(=O)c2ccc(S(=O)(=O)N3CCCC3)cc2)s1
  A = -26%	B = 4%	C = 4	D = -4%	E = -11%	F = 7	G = -3%	H = 7%

[45] O=C(NCc1ccc(F)cc1)c1cc(C2CCCCN2C(=O)c2ccc3c(c2)CCO3)on1 (stereo unspecified)
  A = ?	B = -9%	C = -8	D = 24%	E = -11%	F = 0	G = 16%	H = ?

[46] O=C1C=C(c2ccc(-c3ccccc3)c(F)c2)C[C@@H](c2ccc(Cl)cc2)C1
  A = -7%	B = -4%	C = -1	D = 19%	E = 17%	F = -22	G = 1%	H = 0%
